Assay outcomes deposited in PubChem by Sanford-Burnham Center for Chemical Genomics.
CXCR6 block: CXCR6 receptor inhibitors, primary screen, cell-based, beta-arrestin, luminescence, CHO-K1 PathHunter, 1536-well | inhibition, % at 20 µM | AID 602244, 2012 | 360,000 compounds, 0.36% hits | C-X-C chemokine receptor type 6 (Homo sapiens), O00574; in the data active = inhibition above about 34%, passing the limit was not always enough;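 also: antagonist mode with CXCL16 agonist at 10 nM final; 0% = 10 nM CXCL16 with DMSO and 100% = unstimulated wells without agonist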
Target sequence (O00574 whole entry, looked up): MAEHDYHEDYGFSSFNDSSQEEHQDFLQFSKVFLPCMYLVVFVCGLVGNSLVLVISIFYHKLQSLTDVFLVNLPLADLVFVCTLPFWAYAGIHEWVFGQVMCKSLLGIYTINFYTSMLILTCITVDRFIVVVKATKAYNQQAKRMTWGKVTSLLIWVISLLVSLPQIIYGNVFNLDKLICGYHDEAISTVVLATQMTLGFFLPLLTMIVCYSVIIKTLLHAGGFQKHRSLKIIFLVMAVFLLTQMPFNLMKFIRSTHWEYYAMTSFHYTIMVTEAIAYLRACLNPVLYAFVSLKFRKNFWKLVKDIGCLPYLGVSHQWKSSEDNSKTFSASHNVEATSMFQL
EBI2 antag: EBI2 receptor antagonists, beta-arrestin recruitment, primary screen, cell-based, luminescence, 7a,25-OHC stimulation, uHTS. G-protein coupled receptor 183 (Homo sapiens), P32249. 7a,25-OHC stimulated. inhibition, % at 5 µM. 360,000 compounds, 0.81% hits; in the data active = inhibition above about 38%;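 also: enzyme fragment complementation signal reports receptor beta-arrestin coupling in cells; 0% = agonist plus DMSO wells and 100% = wells without agonist; some results beyond the cut were filed as inactive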
Target sequence (P32249 whole entry, looked up, the tested form may be a part): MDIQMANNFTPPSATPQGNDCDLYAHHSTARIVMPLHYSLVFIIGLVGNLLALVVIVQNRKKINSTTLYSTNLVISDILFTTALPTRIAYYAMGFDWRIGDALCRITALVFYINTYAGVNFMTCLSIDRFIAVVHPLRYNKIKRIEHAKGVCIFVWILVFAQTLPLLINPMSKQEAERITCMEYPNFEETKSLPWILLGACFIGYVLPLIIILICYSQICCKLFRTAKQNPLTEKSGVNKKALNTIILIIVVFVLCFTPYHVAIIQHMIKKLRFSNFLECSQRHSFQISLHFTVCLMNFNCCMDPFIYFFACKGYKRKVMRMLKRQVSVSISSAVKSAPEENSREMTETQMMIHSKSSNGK
* hit, by the source's call; · = no result given. The list is partial; the hit share may differ from the screen's.

The opening 18 entries as a preview:
CXCR6 block,EBI2 antag,compound
·,-11.5,CC(C)c1cn(CC[C@@H]2CC[C@H](NS(=O)(=O)c3ccc(F)cc3)[C@@H](CO)O2)nn1
·,2.4,O=C(NCc1ccccc1)C1C(c2ccc3c(c2)OCO3)=Nc2ccccc2N1C(=O)c1cccc(C(F)(F)F)c1 (configuration not stated)
·,-4.0,COc1ccc(NC(=O)C(c2ccc(OC)cc2)n2c(=O)c(-c3cc4ccccc4[nH]3)nc3ccccc32)cc1 (configuration not stated)
·,0.3,COC(=O)C1(C(=O)OC)c2ccccc2CN(S(=O)(=O)c2ccc(C)cc2)C1CC(C)=O (configuration not stated)
·,7.4,COc1ccccc1C(C(=O)c1ccccc1)c1ccc(O)cc1 (configuration not stated)
·,4.1,COc1ccc(C2=Nc3ccccc3N(C(=O)c3cccnc3)C2C(=O)NC(C)(C)C)cc1 (configuration not stated)
·,3.1,O=C(NCc1ccccc1)C(c1ccc(F)cc1)N1CCN(c2ccccc2F)CC1 (configuration not stated)
·,4.5,COC(=O)[C@]12CCCCC=C1N(CCc1ccc(OC)c(OC)c1)C(=O)[C@H](CC(=O)NCCC(C)C)C2
·,4.6,O=C(NCc1ccccc1)C(c1ccc(F)cc1)N1CCN(C(=O)C2CCCO2)CC1 (configuration not stated)
·,14.0,COC(=O)C1=CN(c2cccc(OCc3ccccc3)c2)C(N)=C(C#N)C1c1cccc(OC)c1OC (configuration not stated)
·,0.1,O=C(NCc1cccc(C(F)(F)F)c1)C1C(=O)Nc2ccccc2C(=O)N1Cc1ccccc1 (configuration not stated)
·,13.1,O=C(NCc1ccccc1)C(c1cccc2ccccc12)n1c(=O)c(-c2ccco2)nc2ccccc21 (configuration not stated)
·,14.9,COc1ccc(C2=Nc3ccccc3N(C(=O)c3ccc4ncccc4c3)C2C(=O)NC(C)(C)C)cc1 (configuration not stated)
·,0.0,CC(C)c1cc(Cn2c3ccccc3c(=O)n2C(C)Cn2cc(-c3ccccc3)nn2)on1 (configuration not stated)
·,-9.7,CC1(C(=O)Nc2ccc3c(c2)OCCO3)CSCC(=O)N1CCCn1ccnc1 (configuration not stated)
·,8.8,CSCCC(C(=O)NCc1ccccc1)n1c(-c2ccc3c(c2)CCO3)nc2ccccc21 (configuration not stated)
·,2.9,Nc1c(-c2ccc(C(F)(F)F)cc2)nc2ncccn12
·,-3.2,N#Cc1cccnc1N1CCN(C(C(=O)NC2CCCC2)c2ccco2)CC1 (configuration not stated)

The listing (from the top)
CXCR6 block,EBI2 antag,compound
·,-11.5,CC(C)c1cn(CC[C@@H]2CC[C@H](NS(=O)(=O)c3ccc(F)cc3)[C@@H](CO)O2)nn1
·,2.4,O=C(NCc1ccccc1)C1C(c2ccc3c(c2)OCO3)=Nc2ccccc2N1C(=O)c1cccc(C(F)(F)F)c1 (configuration not stated)
·,-4.0,COc1ccc(NC(=O)C(c2ccc(OC)cc2)n2c(=O)c(-c3cc4ccccc4[nH]3)nc3ccccc32)cc1 (configuration not stated)
·,0.3,COC(=O)C1(C(=O)OC)c2ccccc2CN(S(=O)(=O)c2ccc(C)cc2)C1CC(C)=O (configuration not stated)
·,7.4,COc1ccccc1C(C(=O)c1ccccc1)c1ccc(O)cc1 (configuration not stated)
·,4.1,COc1ccc(C2=Nc3ccccc3N(C(=O)c3cccnc3)C2C(=O)NC(C)(C)C)cc1 (configuration not stated)
·,3.1,O=C(NCc1ccccc1)C(c1ccc(F)cc1)N1CCN(c2ccccc2F)CC1 (configuration not stated)
·,4.5,COC(=O)[C@]12CCCCC=C1N(CCc1ccc(OC)c(OC)c1)C(=O)[C@H](CC(=O)NCCC(C)C)C2
·,4.6,O=C(NCc1ccccc1)C(c1ccc(F)cc1)N1CCN(C(=O)C2CCCO2)CC1 (configuration not stated)
·,14.0,COC(=O)C1=CN(c2cccc(OCc3ccccc3)c2)C(N)=C(C#N)C1c1cccc(OC)c1OC (configuration not stated)
·,0.1,O=C(NCc1cccc(C(F)(F)F)c1)C1C(=O)Nc2ccccc2C(=O)N1Cc1ccccc1 (configuration not stated)
·,13.1,O=C(NCc1ccccc1)C(c1cccc2ccccc12)n1c(=O)c(-c2ccco2)nc2ccccc21 (configuration not stated)
·,14.9,COc1ccc(C2=Nc3ccccc3N(C(=O)c3ccc4ncccc4c3)C2C(=O)NC(C)(C)C)cc1 (configuration not stated)
·,0.0,CC(C)c1cc(Cn2c3ccccc3c(=O)n2C(C)Cn2cc(-c3ccccc3)nn2)on1 (configuration not stated)
·,-9.7,CC1(C(=O)Nc2ccc3c(c2)OCCO3)CSCC(=O)N1CCCn1ccnc1 (configuration not stated)
·,8.8,CSCCC(C(=O)NCc1ccccc1)n1c(-c2ccc3c(c2)CCO3)nc2ccccc21 (configuration not stated)
·,2.9,Nc1c(-c2ccc(C(F)(F)F)cc2)nc2ncccn12
·,-3.2,N#Cc1cccnc1N1CCN(C(C(=O)NC2CCCC2)c2ccco2)CC1 (configuration not stated)
3.1,1.0,O=C(OCc1cn([C@H]2CN(Cc3cccs3)[C@@H](c3ccccc3)C[C@@H]2O)nn1)c1ccccc1
1.5,-2.1,CCOC(=O)[C@]12CCCC=C1N(Cc1cccc3ccccc13)C(=O)[C@H](CC(=O)N1CCOCC1)C2
3.3,-1.6,CC1=C(C(=O)N2CCCCCC2)CC(CC(=O)NCCN2CCOCC2)C(=O)N1Cc1ccc(C(C)(C)C)cc1 (configuration not stated)
-3.7,-1.1,CCc1ccc(/C=C2\SC(=S)N(CCCC(=O)NCCCN3CCOCC3)C2=O)cc1
-3.4,58.9*,CCOC(=O)c1c(C)nc(C)c(C(=O)OCC)c1-c1cccc([N+](=O)[O-])c1
-2.5,2.0,C[C@@H]1CN([C@H](C)CO)C(=O)c2c(c3ccccc3n2C)-c2ccccc2CO[C@H]1CN(C)C(=O)Nc1ccccc1

Three compounds already listed, ordered by their value in CXCR6 block, largest number first.
Structure | CXCR6 block
O=C(OCc1cn([C@H]2CN(Cc3cccs3)[C@@H](c3ccccc3)C[C@@H]2O)nn1)c1ccccc1 | 3.1
CCOC(=O)[C@]12CCCC=C1N(Cc1cccc3ccccc13)C(=O)[C@H](CC(=O)N1CCOCC1)C2 | 1.5
C[C@@H]1CN([C@H](C)CO)C(=O)c2c(c3ccccc3n2C)-c2ccccc2CO[C@H]1CN(C)C(=O)Nc1ccccc1 | -2.5

(more compounds)
CXCR6 block,EBI2 antag,compound
1.2,-3.2,C[C@@H]1CN([C@@H](C)CO)C(=O)c2cc(Br)cnc2O[C@H]1CN(C)C(=O)c1cccc(F)c1
4.5,13.3,CC(=O)Nc1cc(-c2ccc(C(=O)N3CCOCC3)cc2)cn2c(-c3ccc(C(C)=O)cc3)cnc12
5.4,13.5,C#CCN(C[C@@H]1[C@@H](OC(=O)NCc2ccco2)[C@@H](OC(=O)NCc2ccco2)CN(C(=O)OC(C)C)N1C(=O)OC(C)C)S(=O)(=O)c1ccc(C)cc1
-9.9,7.2,CC(C)(C)c1ccc(C(=O)N2CCC2(C)C(=O)Nc2cccc3ncccc23)cc1 (configuration not stated)
6.0,4.1,CCc1nc2c(OCc3ccc(Cl)cc3)cccn2c1N(C=O)Cc1ccccc1
-3.6,-0.7,CSCC[C@H](NC(=O)Cc1c(C)c2cc3c(C)c(C)oc3cc2oc1=O)C(=O)N[C@@H](C(=O)O)c1ccccc1
-4.8,4.9,COCc1cccc(-c2csc(C(C)(O)c3cccc(OC)c3)n2)c1 (configuration not stated)
-11.5,-20.2,NC(Cc1ccccc1)c1csc(NC(=O)Nc2ccccc2Oc2ccccc2)n1 (configuration not stated)
-4.8,-7.5,Cn1c(=O)c2cc(NC(=S)NC3CCCCC3)ccc2n1Cc1cccc(C(F)(F)F)c1
-3.9,-0.2,COc1cc(OC)cc(C2=Cc3ccccc3C(CC(=O)c3ccco3)N2c2ccc(-c3cncnc3)cc2)c1 (configuration not stated)
-6.0,-1.5,OCCCCCCNc1ccc(CCO)cc1
-4.9,4.2,CCCCNC(=O)C(NC(=O)c1ccc(=O)[nH]c1)C(=O)c1ccccc1 (configuration not stated)
-2.5,-7.8,CCOc1ccccc1C(=O)NCCN1CCC(n2c(=O)[nH]c3ccccc32)CC1
2.4,-4.1,CCCCN1C(=O)C(CC(=O)NCCN2CCOCC2)CC(C(=O)N(C)C)=C1C (configuration not stated)
0.6,-4.9,c1cn2c(-c3ccc(N4CCOCC4)cc3)cncc2n1
2.7,-7.7,CN1CCN(c2ncnc3c2ncn3[C@H]2CN(Cc3ccc(C(=O)O)cc3)C[C@@H](CO)O2)CC1
1.2,17.4,CCOc1ccc(-c2cc(C(=O)NCc3cc(OC)cc(OC)c3)[nH]n2)c(C)c1
-2.4,8.0,COc1ccc(OC)c(NC(=O)COc2cc(O)c3c(c2)OC(C)(C)CC3=O)c1
5.6,11.1,COc1ccc(C(C#N)CC(=O)c2ccc(OC)c(OCc3ccccc3)c2)cc1OC (configuration not stated)
-4.1,6.9,O=C(O)C1=C(C(=O)O)C2CCC1C2
-2.0,4.8,O=C1CC[C@@H](C(=O)N2CSC[C@@H]2C(=O)Nc2cccc(C(F)(F)F)c2)N1
-0.4,-10.2,COc1cc(-c2cnc3c(NC=O)cc(-c4cccc(NC(C)=O)c4)cn23)cc(OC)c1OC
8.4,-0.7,COCCc1ccc(OC2(C)CCN(Cc3cccc(OCOC)c3)C2)cc1 (configuration not stated)
-3.9,2.8,CCC1(C)CC(C#N)(C#N)C(=O)NC1=O (configuration not stated)
-11.7,-16.4,O=S(=O)(N=C1C=CC(=NS(=O)(=O)c2ccccc2)c2ccccc21)c1ccccc1
-6.9,-8.6,NC(=O)c1csc(CCNC(=O)c2ccccc2)n1
6.7,-1.5,Cc1cccc(C)c1C(O)c1ncc(-c2ccccc2Cl)[nH]1 (configuration not stated)
-11.5,-13.1,COc1ccc(CN2C(=O)CCC2(C)c2nnnn2-c2ccc3c(c2)OCCO3)cc1OC (configuration not stated)
-9.7,-3.7,CCCCNC(=O)C1(C)CCN1C(=O)c1ccncc1 (configuration not stated)
-2.6,-8.3,COc1ccc(CN2CCC[C@]3(N[C@H](c4ccc(OC)cc4)[C@@H]4C(=O)N(C)C(=O)[C@@H]43)C2=O)cc1
-5.5,22.9,Cc1nc2c(OCc3ccc(Cl)cc3)cccn2c1N(C)C(=O)CCC1CCCC1
1.1,7.5,O=C(NC1CCCCC1)N(c1ccccc1)c1nnc(-c2cccc([N+](=O)[O-])c2)s1
-0.3,1.3,COc1ccc(CN2CCC[C@]3(N[C@H](c4ccccc4)[C@@H]4C(=O)N(Cc5ccccc5)C(=O)[C@@H]43)C2=O)cc1
2.9,-10.7,O=C(CSc1ncccn1)NC1CCCC1
-9.7,-5.0,Cc1noc(C)c1S(=O)(=O)N(C)C[C@@H]1OCc2cnnn2CCCC(=O)N([C@@H](C)CO)C[C@H]1C
2.2,-11.7,COc1ccc(CCN2C(=O)COc3ccccc3C2C(=O)Nc2c(C)cccc2C)cc1OC (configuration not stated)
9.1,-1.5,O=C(NCC1CCCN1S(=O)(=O)c1cccs1)C(=O)Nc1ccccc1F (configuration not stated)
-1.1,-5.1,COc1ccc(CCC(=O)O)c(C(CC(=O)O)C(=O)O)c1OS(=O)(=O)c1ccc(C)cc1 (configuration not stated)
1.2,-7.8,COCCCN1C(=O)C(CC(=O)NC2CCCC2)CC(C(=O)N(C(C)C)C(C)C)=C1C (configuration not stated)
3.2,-5.7,CC(C)(O)C#Cc1ccc(CNC[C@H]2O[C@@H](n3cnc4c(=O)[nH]c(N)nc43)[C@H](O)[C@@H]2O)s1
6.0,-1.8,CC(=O)Nc1ccc(NC(=O)CSc2nc(=O)n(CCCN3CCOCC3)c3c2CCC3)cc1
-2.6,-5.6,COc1ccc(NC(=O)N(C)C[C@H]2OCc3cnnn3CCCC(=O)N([C@H](C)CO)C[C@@H]2C)cc1
10.9,19.5,COc1ccc(-c2nc3ccc(C)cn3c2Cc2ccccc2)cc1OC
-4.7,6.7,CC(=O)NC(c1ccccc1)c1nc(-c2cnc3ccccc3c2)cs1 (configuration not stated)
2.9,-4.3,COCC(C)NC(=O)C1CC(=O)N(CCc2ccc(F)cc2)C1 (configuration not stated)
-4.3,2.9,CCCNC(=O)C1(C)CCCN(Cc2cc3ccccc3o2)C1 (configuration not stated)
-7.0,6.5,CCCNC(=O)C1(C)CCN(Cc2ccc(-c3ccccc3)o2)C1 (configuration not stated)
-0.7,2.8,CCC(c1nnnn1-c1ccc2c(c1)OCCO2)N1CCN(c2ccc(C)cc2)CC1 (configuration not stated)
-3.8,-7.9,OCCN1CCN(c2ncnc3c2ncn3[C@H]2CN(Cc3ccc4c(c3)OCO4)C[C@@H](CO)O2)CC1
-0.3,-9.9,COc1ccc(CN2C(=O)C(CC(=O)NCCc3ccccn3)CC(C(=O)N3CCOCC3)=C2C)cc1 (configuration not stated)
3.9,20.9,COc1cccc(CNc2nc3cc(-c4ccccc4C)sc3c(=O)n2C)c1
-3.0,-12.7,COCCNc1nc(Nc2ccc(C)cc2C)c2sccc2n1
-5.4,-10.2,O=C(CSc1nc(=O)n(CCN2CCOCC2)c2c1CCCC2)Nc1ccccc1Cl
-12.8,8.6,OC(c1ccc(Cl)c(F)c1)c1ncc(-c2cccc(C(F)(F)F)c2)[nH]1 (configuration not stated)
5.2,2.4,O=C1NC[C@@H](CCCCN2C[C@H](Cc3ccc(O)cc3)N(CCC3CCCCC3)C(=O)C2=O)N(CCC2CCCCC2)C1=O
4.6,12.3,Cc1ccc(S(=O)(=O)N2C[C@H]3C(=O)C[C@@H](c4ccc(Cl)cc4)N(S(=O)(=O)c4ccccc4C)[C@H]3C[C@H]2c2ccc(Cl)cc2)cc1
-7.1,-4.8,CC(C)C[C@@H]1COc2cc(N3CC[C@H](O)C3)ccc2S(=O)(=O)N1
11.1,-1.9,O=C(NCc1cccc(C(F)(F)F)c1)c1ccc2sc(COCCO)nc2c1
3.3,11.2,Cc1cc(Cl)ccc1-c1nc(NC(C)C)nc2ccsc12
-7.2,13.9,COc1ccc(C(C)(O)c2nc(-c3csc4ccccc34)cs2)cc1 (configuration not stated)
